Assay outcomes: PubChem, National Center for Advancing Translational Sciences (NCATS)
EPAC1 agonist: EPAC1 (human) agonism; EPAC1 agonist qHTS, biochemical assay; response scale: 100% = response to 6.5 mM cAMP; Potency, µM (titrated, usually from 154 µM), inactives show at the top dose activation, hits mostly activators; 360,000 tested, 0.073% active; AID 720707; also: potency is read from the fitted curve at half-maximal effect; nearly all actives have a fitted effect of over 60% in size
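Compounds were pinned as a concentration titration into mixtures of EPAC1 (100 nM), BODIPY-GDP-loaded Rap1B (250 nM) and GDP (50 uM). After 5 min at room temperature, fluorescence was followed for 30 min; activity was scaled to 6.5 mM cAMP.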
GLP1R inv ag: acts as inverse agonist at human GLP-1 receptor; Potency, µM (top dose mostly 38.3 µM), inactives show top-dose activity change, negative = inhibition, most hits filed as inhibitors; AID 624417; 410,000 tested, 1.6% active; HEK293 GLP-1R CRE-luciferase, luminescence, 24 h; GLP-1R form is constitutively active; also: potency is read from the fitted curve at half-maximal effect; % is scaled to controls: 0 for no effect and ±100 for the full control effect; nearly all actives have a fitted effect of over 55% in size
Target sequence (P43220 whole entry, looked up): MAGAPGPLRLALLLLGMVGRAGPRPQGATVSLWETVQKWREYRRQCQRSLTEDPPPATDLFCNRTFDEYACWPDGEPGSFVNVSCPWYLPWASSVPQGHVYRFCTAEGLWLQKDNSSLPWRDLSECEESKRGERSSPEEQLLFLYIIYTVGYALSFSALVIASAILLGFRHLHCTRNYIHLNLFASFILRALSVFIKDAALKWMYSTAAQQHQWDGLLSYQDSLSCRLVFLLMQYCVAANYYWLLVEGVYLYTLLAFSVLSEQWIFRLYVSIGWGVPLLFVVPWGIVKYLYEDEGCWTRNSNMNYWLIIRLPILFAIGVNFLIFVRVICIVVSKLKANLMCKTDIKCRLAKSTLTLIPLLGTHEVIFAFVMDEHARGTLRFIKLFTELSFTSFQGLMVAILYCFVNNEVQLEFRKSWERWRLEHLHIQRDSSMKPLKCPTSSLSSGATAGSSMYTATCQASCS
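Inverse agonism was detected as reduced cAMP-driven luciferase luminescence after 24 h compound treatment. The cells were HEK293 clones expressing constitutively active human GLP-1R with the reporter. Reporter-only and GPR119 cell lines served as counterscreen controls.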
IL2 activator: activates IL-2 in a cell-based reporter assay; IL-2 activation reporter assay, cell-based qHTS; stimulated with anti-CD3/CD4/CD28 beads; in transgenic mouse T cells; activation, % (series mostly up to about 46 µM); 360,000 tested, 0.065% active; in the data active = activation above about 50%; inconclusive = mostly about 30% to 49%; also: 0% is about no effect
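Unstimulated transgenic mouse T cells preincubated 60 min with compound, then stimulated with anti-CD3/anti-CD4-coated beads plus anti-CD28 for 18 h at 37 degrees C. IL-2 response read as EGFP and DsRed fluorescence by plate cytometry.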
PTHR1 ag: PTHR1 (human) receptor agonism | AID 743266 | HEK293 GP2 PTHR1 cells, GloSensor cAMP luminescence, 1 h | Potency, µM (top dose mostly 115 µM), for the others: at the highest dose activation, actives largely listed as activators | 410,000 tested, 0.075% active | Q03431; also: potency is read from the fitted curve at half-maximal effect; nearly all actives have a fitted effect of over 55% in size; some results filed as inactive show a strong effect at the top dose; inactives centre near -15; many of its hits are not listed in these tables
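HEK-293-derived GP2 cells expressing PTHR1 and a GloSensor cAMP reporter, 3,000/well, plated overnight, given luciferin plus IBMX (each 0.5 mM as added) for 1 h at 37 °C, then compound for 1 h at 37 °C. Luminescence was read after 15 min at room temperature.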
GLP-1R agonist: GLP-1 receptor (human) agonism; P43220; 380,000 tested, 0.007% active; HEK293 GLP-1R CRE-luciferase, luminescence, 4-6 h; cells express a hypersensitive GLP-1R form; Potency, µM (doses to about 45.6 µM), for inactives: top-dose activation, most hits filed as activators; also: potency is read from the fitted curve at half-maximal effect; % of control where 0% means no effect
PLK1 PBD inh: inhibitors of human PLK1 polo-box domain binding; Plk1 PBD binding of FITC phosphopeptide, fluorescence polarization; 360,000 tested, 2.8% active; Potency, µM, inactives show max response, negative = inhibition, actives largely listed as inhibitors; P53350; also: potency is read from the fitted curve at half-maximal effect; series mostly up to about 57 µM; % is scaled to controls: 0 for no effect and ±100 for the full control effect; nearly all actives have a fitted effect of over 65% in size
Target sequence (P53350 whole entry, looked up, the tested form may be a part): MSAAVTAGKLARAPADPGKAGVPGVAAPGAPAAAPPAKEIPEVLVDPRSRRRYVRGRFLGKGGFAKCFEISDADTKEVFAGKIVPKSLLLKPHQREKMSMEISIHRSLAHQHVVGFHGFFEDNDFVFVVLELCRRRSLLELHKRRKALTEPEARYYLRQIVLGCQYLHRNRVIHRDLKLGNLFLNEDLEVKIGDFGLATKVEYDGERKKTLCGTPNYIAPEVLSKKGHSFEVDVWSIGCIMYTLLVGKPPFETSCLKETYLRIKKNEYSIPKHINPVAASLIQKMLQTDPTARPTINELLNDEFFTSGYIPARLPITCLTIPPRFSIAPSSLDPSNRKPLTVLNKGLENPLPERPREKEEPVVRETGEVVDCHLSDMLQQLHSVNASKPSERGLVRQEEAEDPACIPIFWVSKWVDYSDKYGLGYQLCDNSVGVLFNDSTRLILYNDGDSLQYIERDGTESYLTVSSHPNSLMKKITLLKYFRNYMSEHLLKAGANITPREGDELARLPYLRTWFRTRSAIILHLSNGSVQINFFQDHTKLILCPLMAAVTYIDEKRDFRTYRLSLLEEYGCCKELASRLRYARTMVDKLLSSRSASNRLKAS
PI5P4K alpha inh: inhibitors of human PI5P4K alpha; 330,000 tested, 1.2% active; PI5P4Kalpha enzyme, ADP-Glo luminescence, 60 min; active compounds read low; P48426; max response, %; active = max response of -50% or lower; inconclusive = between -30% and -50%; inactive = -30% or higher; also: value at the top dose of about 77 µM; % is scaled to controls: 0 for no effect and ±100 for the full control effect
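Enzyme plus substrate dispensed, test compounds pinned in, then ATP (5 microM final) added. After 60 min at RT, ADP-Glo reagent 1 for 45 min and reagent 2 for 30 min preceded luminescence imaging.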
GLP1R cytotox: cytotoxicity counter-screen for GLP-1 receptor inverse agonists; HEK293 cAMP-luciferase reporter cells, luminescence, 24 h; Potency, µM (doses to about 38.3 µM), for the others: top-dose activity change, negative = inhibition, hits mostly inhibitors; 410,000 tested, 0.13% active; AID 624418;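 also: loss of luciferase light is scored as toxicity; potency is read from the fitted curve at half-maximal effect; % is scaled to controls: 0 for no effect and ±100 for the full control effect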
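Luminescence readout: signal drop marks cytotoxicity. Plated cells grew 12 h at 37 °C, 5% CO2, received 23 nL compound for 24 h, then got luciferase reagent, read after 12 min at RT.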
EPAC1 antag: antagonists of human EPAC1 | AID 720709 | 360,000 tested, 0.14% active | EPAC1 GEF assay, Rap1b-BODIPY-GDP exchange fluorescence | Potency, µM (titrated, usually from 115 µM), inactives show top-dose activity change, negative = inhibition, hits mostly inhibitors;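 also: potency is read from the fitted curve at half-maximal effect; plate controls were vehicle for no effect and positive control for full effect; nearly all actives have a fitted effect of over 50% in size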
* hit, by the source's call; i = inactive; ? = inconclusive; / = no result given; [ ] = remark or other dose. Unless noted, calls follow the shape of the dose curve; as a rule, active = well fitted curve in the direction sought with a large enough effect; inconclusive = small, poorly fitted or top-dose-only effect, or another doubt; inactive = no such curve, though single readings can be large; an effect the other way counts as inactive or inconclusive. Some of the compounds tested (hit frequency here may not be typical).

SMILES	EPAC1 agonist	GLP1R inv ag	IL2 activator	PTHR1 ag	GLP-1R agonist	PLK1 PBD inh	PI5P4K alpha inh	GLP1R cytotox	EPAC1 antag
COc1ccc(CC(=O)NC(C)c2nnc(SCC(=O)c3ccc(OC)cc3)n2C)cc1 (configuration not stated)	5%	-2%	-0.1	-7%	1%	-12%	-1	21%	-10%
CCc1nc2ccc(C(=O)NCc3ccc4c(c3)OCO4)cn2c1N(C)Cc1ccc(OC)cc1	-7%	?	-0.8	-10%	2%	-5%	1	-6%	-15%
COc1ccc(N2C(=O)CC(NNC(=O)c3ccc(Br)s3)C2=O)cc1 (configuration not stated)	-9%	-2%	-1.1	-6%	7%	-4%	-1	-8%	-18%
CC(C)(C)c1ccc(C(=O)NCc2cccnc2)cc1	7%	0%	-2.0	i	0%	-12%	0	7%	-6%
CCN(CC(=O)NCc1ccc(F)cc1)C(=O)C1CCN(C(=O)Nc2ccccc2)CC1	7%	25%	-0.6	i	-4%	-9%	/	-13%	0%
COc1ccc(C(CC(=O)N2CCCC(C)C2)c2c(OC)cc(OC)c3ccc(=O)oc23)cc1 (configuration not stated)	5%	14%	0.1	-19%	-4%	6%	-18	-11%	5%
OC(CC1CC12c1ccccc1-c1ncccc12)(c1ccccc1)c1ccccc1 (configuration not stated)	11%	?	-1.8	i	0%	-2%	/	-8%	-8%
CSC1=NCCN1S(=O)(=O)c1ccc(Cl)cc1	12%	4%	-0.1	i	12%	1%	7	-5%	4%
CCN(C(=O)Cn1c([N+](=O)[O-])cnc1C)c1ccccc1	0%	1%	0.4	i	-4%	-5%	2	-16%	8%
Cc1cccc(Cc2c(C)nc3c(C(=O)N4CCN(Cc5ccc6c(c5)OCO6)CC4)cnn3c2C)c1	20%	-8%	-0.2	-3%[57.5 µM]	3%	-3%	/	0%	-4%
N#Cc1cc(Oc2ccccc2)c(-n2nnc3ccccc32)cc1C#N	10%	20%	0.3	-11%[57.5 µM]	-1%	-17%	0	-4%	-14%
CC(C)(C)NC(=O)C1C(c2ccc(C(F)(F)F)cc2)=Nc2ccccc2N1C(=O)c1cccc2ccccc12 (configuration not stated)	11%	12%	0.3	-18%	/	-2%	-8	-1%	9%
C/C(N)=C(/C#N)C(=O)CSc1ccccc1F	-8%	29%	0.0	-20%	0%	?	5	-1%	-2%
Cc1nnc(N/N=C/c2cccs2)[nH]c1=O	6%	5%	-0.4	i	10%	-5%	1	3%	0%
CSc1nnc(N2C(=O)C(O)=C(C(=O)c3ccco3)C2c2cccc(Cl)c2)s1 (configuration not stated)	2%	4%	0.6	-22%	-2%	?	1	1%	-13%
Cc1ccc2c(c1)nnn2C1CCN(S(=O)(=O)c2ccc(C(=O)NC3CCCC3)cc2)CC1	5%	-14%	-3.1	-9%	5%	-5%	0	-6%	-1%
CN1CCN(C(=O)/C(=C/c2ccco2)NC(=O)c2ccccc2)CC1	10%	17%	0.6	i	12%	0%	3	3%	0%
COc1cc(OC)c(C(=O)OCC(=O)Nc2ccc(S(=O)(=O)N3CCOCC3)cc2)cc1OC	-2%	61%[activator]	-0.6	i	21%	0%	4	-9%	-8%
O=[N+]([O-])c1cccnc1Sc1ccc(F)cc1	-3%	?	-2.1	-3%	10%	-4%	2	8%	-7%
O=C(NC1CCOC1)c1cc(COc2cccc(C(F)(F)F)c2)on1 (configuration not stated)	-6%	?	-2.4	-19%	3%	-4%	-1	-12%	13%
COc1ccc(OC)c2[nH]c(=O)c(CCNC(=O)c3cc4ccccc4o3)cc12	1%	2%	-3.3	-35%[inhibitor]	-4%	1%	3	3%	2%
O=C(CN1C(=O)C2(SCC(=O)N2c2ccccc2)c2ccccc21)NCc1ccccc1 (configuration not stated)	/	-4%	/	i	-4%	/	/	-10%	/
COc1cc(-c2nnc(CSc3nnc(Nc4ccc(Oc5ccccc5)cc4)s3)o2)cc(OC)c1OC	17%	?	3.6	i	0%	-19%	?	-7%	9%
COc1ccc(C(=O)N/N=C(\N)c2cc3ccccc3oc2=O)cc1	3%	16%	-0.5	i	8%	-12%	-4	-4%	-16%
CC/C(C)=C1\SC(N2CCN(c3cccc(C(F)(F)F)c3)CC2)=NC1=O	8%	-12%	1.5	-21%	-11%	-1%	-1	-3%	-11%
Cc1cccc(NC(=O)c2cc(-c3c(C)cc(C)cc3O)n[nH]2)c1	1%	21%	-0.6	i	6%	?	-3	-6%	-4%
O=S(=O)(NCc1cccnc1)c1ccccc1	-2%	-4%	-0.2	i	-8%	0%	/	4%	11%
Cc1cccc2c1NC(=O)C21N2CCCC2C(C(=O)c2ccc3ccccc3c2)C12C(=O)Nc1ccccc12 (configuration not stated)	8%	?	-4.3	-2%	-4%	0%	?	-32%	7%
CSC[C@H]1CN(Cc2ccccc2)C(=O)[C@@H]1CC(=O)Nc1ccc(Br)cc1	0%	3%	-0.3	i	0%	6%	-7	1%	4%
O=C(O)c1ccc(NS(=O)(=O)c2cc(C(=O)O)ccc2Br)cc1	3%	2%	0.5	i	4%	2%	5	14%	-5%

Whole records, quoted from the list. Screens in order: EPAC1 agonist | GLP1R inv ag | IL2 activator | PTHR1 ag | GLP-1R agonist | PLK1 PBD inh | PI5P4K alpha inh | GLP1R cytotox | EPAC1 antag
`COc1ccc(OC)c2[nH]c(=O)c(CCNC(=O)c3cc4ccccc4o3)cc12` as listed: 1% | 2% | -3.3 | -35%[inhibitor] | -4% | 1% | 3 | 3% | 2%
`O=[N+]([O-])c1cccnc1Sc1ccc(F)cc1` as listed: -3% | ? | -2.1 | -3% | 10% | -4% | 2 | 8% | -7%

Reprinted at random: 5 compounds from above
SMILES	EPAC1 agonist	GLP1R inv ag	IL2 activator	PTHR1 ag	GLP-1R agonist	PLK1 PBD inh	PI5P4K alpha inh	GLP1R cytotox	EPAC1 antag
CSc1nnc(N2C(=O)C(O)=C(C(=O)c3ccco3)C2c2cccc(Cl)c2)s1 (configuration not stated)	2%	4%	0.6	-22%	-2%	?	1	1%	-13%
CSC1=NCCN1S(=O)(=O)c1ccc(Cl)cc1	12%	4%	-0.1	i	12%	1%	7	-5%	4%
Cc1ccc2c(c1)nnn2C1CCN(S(=O)(=O)c2ccc(C(=O)NC3CCCC3)cc2)CC1	5%	-14%	-3.1	-9%	5%	-5%	0	-6%	-1%
COc1cc(-c2nnc(CSc3nnc(Nc4ccc(Oc5ccccc5)cc4)s3)o2)cc(OC)c1OC	17%	?	3.6	i	0%	-19%	?	-7%	9%
CC/C(C)=C1\SC(N2CCN(c3cccc(C(F)(F)F)c3)CC2)=NC1=O	8%	-12%	1.5	-21%	-11%	-1%	-1	-3%	-11%

Additional results follow:
SMILES	EPAC1 agonist	GLP1R inv ag	IL2 activator	PTHR1 ag	GLP-1R agonist	PLK1 PBD inh	PI5P4K alpha inh	GLP1R cytotox	EPAC1 antag
Cc1ccc(C(=O)NC(=S)N2CCN(c3ccc([N+](=O)[O-])cc3)CC2)cc1	-8%	-13%	-4.2	-19%	6%	-8%	-10	14%	-1%
COc1ccc(S(=O)(=O)N2CCN(C(=O)c3ccc4ccccc4n3)CC2)cc1	5%	12%	1.1	0%	1%	-8%	-14	0%	4%
CCOC(=O)N1CCN(C(=O)COC(=O)COc2c(C)cc(C)cc2C)CC1	0%	13%	-0.1	-21%	-1%	-9%	3	-2%	-5%
Cc1cc(O)c(C(C)C)cc1NC(=O)Nc1ccc([N+](=O)[O-])cc1	11%	?	-0.5	i	3%	6%	2	-22%	3%
CC(=Nc1ccc(O)cc1)c1sc2ccccc2c1O	17%	?	1.6	-30%[inhibitor]	-4%	32%[activator]	2	-13%	19%
Cc1ccc(CCNS(=O)(=O)c2cc3c(cc2C)NC(=O)CO3)cc1	-7%	22%	-2.4	i	2%	1%	6	4%	9%
O=c1[nH][nH]c2c1[C@@H](c1ccc(F)cc1)O[C@H](CCc1ccccc1)C2	-14%	?	-0.7	-1%	0%	-15%	2	-9%	-15%
CN1C(=O)[C@H]2[C@@H](c3ccc(C(F)(F)F)cc3)N[C@]3(CCCN(CC4CCCCC4)C3=O)[C@H]2C1=O	-21%	?	-2.2	-36%[inhibitor]	12%	-3%	0	-5%	5%
C=CCOc1ccccc1CNCc1cccnc1	15%	-21%	2.1	i	-2%	0%	-2	-7%	0%
Cc1c([N+](=O)[O-])c2ccc(O)cc2n1-c1ccccc1	-3%	-20%	0.4	-1%	-3%	1%	-3	1%	1%
N#CCC(=O)N1CC2(CC(c3cccc(NC(=O)COc4ccc(Cl)cc4)c3)=NO2)C[C@@H]1C(N)=O (some centres not stated)	0%	7%	1.4	1%	-3%	4%	-2	11%	-25%
COC(=O)c1ccccc1NC(=O)CN1CCOCC1	14%	6%	-0.4	-21%	-7%	1%	10	8%	-19%
Nc1ccc(-n2nc(C(F)(F)F)cc2C(F)(F)F)cc1	-6%	5%	1.0	i	1%	-6%	-2	16%	-9%
Cc1ccc(NC(=O)C2OCCc3ccccc32)cc1 (configuration not stated)	1%	-18%	-0.9	i	3%	-5%	1	8%	2%
COc1ccc(NC(=O)c2sc3nc(N4CCOCC4)c4c(c3c2N)CCCC4)cc1	1%	22%	-0.4	-6%	-7%	3%	-3	-1%	0%
